VIM-2 inhibitor = blocks Pseudomonas aeruginosa VIM-2 metallo-beta-lactamase. purified VIM-2, nitrocefin hydrolysis, epi-absorbance fluorescence. inhibition, % at 5.6 µM. 290,000 compounds, 0.89% hits;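 active means inhibition above the mean of all tested compounds plus 3 SD, cutoff set per screening run, cut at about 7.5% in these data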;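 further: red hydrolysis product quenches plate fluorescence so inhibitors raise well fluorescence; 0% = enzyme with DMSO and 100% = DMSO without enzyme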
HCV NS3 hel inh = inhibitors of Hepatitis C virus NS3 helicase; NS3 helicase DNA unwinding, Cy5 molecular beacon fluorescence; inhibition, % at 10.9 µM; 290,000 compounds, 0.56% hits;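 active means inhibition above the mean of all tested compounds plus 3 SD, set per campaign, cut at about 35% in these data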;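 further: 0% = DMSO wells and 100% = thioflavine S control wells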
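test system = hepatitis C virus NS3 helicase domain fragment enzyme | reagent = annealed dual-labelled DNA beacon duplex, ATP-started | times = 1 h at 25 °C | detection = Cy5 fluorescence, 0 and 60 min reads | read-out basis = percent inhibition from t60/t0 fluorescence ratio | control set = DMSO and thioflavine S | replication = one well per compound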
UBC9 SUMO inh = SUMOylation inhibition. P63279. HTRF SUMOylation assay, SAE1/SAE2 + UBC9, in vitro. inhibition, % at 35 µM. 290,000 compounds, 0.36% hits. AID 2006; in the data active means inhibition above about 50%, passing the limit was not always enough; further: strong numbers were not always called active
IMP-1 inh = blocks Pseudomonas aeruginosa IMP-1 metallo-beta-lactamase; AID 1556; 290,000 compounds, 0.45% hits; purified IMP-1, nitrocefin hydrolysis, epi-absorbance fluorescence; inhibition, % at 5.6 µM;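 active means inhibition above the mean plus 3 SD of all compounds in the same screening run, cut at about 4.5% in these data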;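 further: 0% = IMP-1 with DMSO and 100% = DMSO wells lacking enzyme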
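system = purified recombinant IMP-1 beta-lactamase | amount = 0.2 nM IMP-1, as dispensed | medium = HEPES buffer pH 7.1 with ZnSO4 and Brij 35 | times = 25 °C, 15 min preincubation, 25 min reaction | detection = plate fluorescence quenching by hydrolysis product, ex 480/em 530 nm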
FID counter = fluorescent intercalator displacement, NS3 helicase counter-screen | DNA fluorescent intercalator displacement, fluorescence | inhibition, % at 7.9 µM | 290,000 compounds, 0.17% hits | AID 1845; in the data active means inhibition above about 37%;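 further: 0% = vehicle and 100% = reference compound; higher means more ethidium bromide displaced from hairpin DNA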
IDE act = boosts human insulin-degrading enzyme activity in HEK cells. P14735. FAbeta-B cleavage, fluorescence polarization; 0% vehicle, 100% cell-free pure enzyme wells. activation, % at 5.96 µM. 340,000 compounds, 0.073% hits;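 active means activation above the mean of all tested compounds plus 3 SD, set per screening campaign, cut at about 17% in these data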
MEKK3 PB1 HTS = raises or lowers MEK5 binding to the human MEKK3 PB1 domain; Q99759; bead-based flow cytometry, Alexa488-MEK5 binding to MEKK3; actives lie on both sides; 0 = blocked by unlabeled MEK5, 100 = vehicle; binding response (% of control), % at 10 µM; 290,000 compounds, 1.4% hits; AID 1529;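 active means binding response more than 3 SD above or below the average of its plate-row segment, actives on both sides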;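 further: Alexa488 bead fluorescence after subtracting the streptavidin-only scavenger bead signal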
PHOSPHO1 inh = inhibitors of human PHOSPHO1 phosphatase; inhibition, % at 13.3 µM; Q8TCT1; 290,000 compounds, 1.1% hits; AID 1565; recombinant PHOSPHO1, absorbance phosphatase assay; in the data active means inhibition above about 60%
pCIP destab = compounds decreasing mouse p/CIP protein stability; Q05BA5; F442A p/CIP-EGFP cells, EGFP fluorescence, 16 h; decrease of EGFP signal, % at 10 µM; 290,000 compounds, 0.01% hits; AID 1984;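 active means EGFP signal decrease of at least 30% at 10 µM or well 3 SD below plate mean, unless failing retest; inactive means the rest, including hits failing retest or dose response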; further: some compounds called inactive have numbers as strong as hits; many of its hits are not listed in these tables
Target sequence (Q05BA5 1-1403): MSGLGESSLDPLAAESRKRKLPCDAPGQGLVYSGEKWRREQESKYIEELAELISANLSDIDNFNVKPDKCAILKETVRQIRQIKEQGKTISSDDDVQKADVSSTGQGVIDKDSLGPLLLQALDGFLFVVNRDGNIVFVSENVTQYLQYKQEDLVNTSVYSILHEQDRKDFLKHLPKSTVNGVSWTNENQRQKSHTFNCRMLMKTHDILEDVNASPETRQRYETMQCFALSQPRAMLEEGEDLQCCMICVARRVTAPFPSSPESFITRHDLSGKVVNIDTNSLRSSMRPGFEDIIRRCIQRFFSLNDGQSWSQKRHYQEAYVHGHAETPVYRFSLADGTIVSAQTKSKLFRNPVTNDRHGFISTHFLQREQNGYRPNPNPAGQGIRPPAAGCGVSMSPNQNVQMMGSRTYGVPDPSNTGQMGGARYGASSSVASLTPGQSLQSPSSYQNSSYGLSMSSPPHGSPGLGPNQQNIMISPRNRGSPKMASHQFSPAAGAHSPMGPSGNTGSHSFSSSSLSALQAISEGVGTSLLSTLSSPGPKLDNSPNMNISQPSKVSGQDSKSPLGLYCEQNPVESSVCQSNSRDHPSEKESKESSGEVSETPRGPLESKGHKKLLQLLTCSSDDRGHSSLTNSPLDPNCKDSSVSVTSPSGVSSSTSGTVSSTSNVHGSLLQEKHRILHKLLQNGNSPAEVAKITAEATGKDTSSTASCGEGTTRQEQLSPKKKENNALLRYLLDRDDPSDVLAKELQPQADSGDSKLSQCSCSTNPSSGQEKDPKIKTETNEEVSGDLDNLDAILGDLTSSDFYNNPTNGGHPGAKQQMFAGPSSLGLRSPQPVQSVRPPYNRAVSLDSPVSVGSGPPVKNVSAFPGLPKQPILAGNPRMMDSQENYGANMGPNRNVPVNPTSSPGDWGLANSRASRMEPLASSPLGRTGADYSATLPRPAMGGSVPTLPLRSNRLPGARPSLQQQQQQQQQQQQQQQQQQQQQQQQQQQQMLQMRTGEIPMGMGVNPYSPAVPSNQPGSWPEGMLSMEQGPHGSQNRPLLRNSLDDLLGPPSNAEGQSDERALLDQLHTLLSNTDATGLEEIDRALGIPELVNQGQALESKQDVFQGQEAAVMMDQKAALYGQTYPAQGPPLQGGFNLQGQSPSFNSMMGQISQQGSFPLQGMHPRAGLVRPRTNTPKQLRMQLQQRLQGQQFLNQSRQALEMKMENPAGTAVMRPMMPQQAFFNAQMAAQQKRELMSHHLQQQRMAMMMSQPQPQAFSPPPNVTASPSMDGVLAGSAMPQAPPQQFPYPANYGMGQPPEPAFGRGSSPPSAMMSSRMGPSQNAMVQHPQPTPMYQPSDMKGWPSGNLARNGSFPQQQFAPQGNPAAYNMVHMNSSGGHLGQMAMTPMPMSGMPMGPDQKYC
Starred values were filed as active, the others as inactive; / = not tested or not shown. A portion of the library; rates above refer to the full screens.

SMILES,VIM-2 inhibitor,HCV NS3 hel inh,UBC9 SUMO inh,IMP-1 inh,FID counter,IDE act,MEKK3 PB1 HTS,PHOSPHO1 inh,pCIP destab
C=C(COC(C)=O)CC1CC(O)[C@]2(C)OC3CC4OC5C[C@]6(C)O[C@]7(C)CCC8OC9C[C@]%10(C)OC%11C(C)=CC(=O)OC%11CC%10OC9C[C@@H](C)C8OC7CC6O[C@]5(C)C/C=C\C4OC3CC2O1 (some centres undefined),/,/,-2,/,/,3,95,31,-6
O=C(NC12CC3CC(CC(C3)C1)C2)OC1CN2CCC1CC2 (centres undefined),-2.4,-7,8,-2.8,0,/,98,17,6
CCOc1ccc(NC2=NCCCS2)cc1,-3.1,4,11,-2.7,-3,4,98,20,-4
O=C(c1ccc2c3c(cccc13)CC2)C1CCCN(Cc2ncc[nH]2)C1 (centres undefined),-3.8,-21,15,-3.0,5,-4,99,45,-30
COc1ccc(CNC(=O)CCC(=O)N2C[C@H]3C[C@H](C2)c2cccc(=O)n2C3)cc1OC,-1.3,0,4,-1.0,-1,8,97,-2,5
COc1ccccc1-n1c(Cc2ccccc2)nc2ccccc2c1=O,0.1,1,6,-2.6,-24,7,100,44,-10
CN(C)C(Cc1ccccc1)C(=O)c1ccccc1 (centres undefined),-1.4,1,2,-1.1,-2,3,95,0,-11
Cn1c2ccccc2c2c(C(=O)N3CCC4(CC3)OCCO4)cn(C3CCCCC3)c(=O)c21,-0.9,1,15,-4.5,-41,4,104,14,-5
CCn1c(=O)cc(SCC(=O)N2CCC3(CC2)OCCO3)c2ccccc21,-2.1,2,8,-1.8,-30,2,108,16,-2
O=C(N/N=C/c1c(O)n(Cc2ccccc2)c(=O)[nH]c1=O)c1ccncc1,-3.3,4,-18,-3.4,-23,/,103,48,-4
CC(=O)c1ccc(OCC(=O)N2CCCC(N(C)Cc3ccccc3)C2)cc1 (centres undefined),-0.8,1,-11,-3.6,-8,-1,101,38,-2
CCC(C)n1c(O)c(C(c2ccccn2)c2c(O)n(C(C)CC)c(=S)[nH]c2=O)c(=O)[nH]c1=S (centres undefined),0.7,10,15,-2.0,5,4,103,5,-4
O=C(COc1ccc(Cl)cc1)NCCc1cnc[nH]1,-3.6,3,9,-4.7,-4,-1,98,14,-14
COC12C(COC(N)=O)C3=C(C(=O)C(C)=C(N)C3=O)N1CC1C2N1C (centres undefined),-3.6,4,11,-4.0,2,4,93,27,-7
COc1cccc(N2C(=O)NC(=O)/C(=C/c3ccc4c(c3)Cc3ccccc3-4)C2=O)c1,-1.0,3,-18,-0.6,-19,-2,100,-10,10
CN1C(=O)C(=Cc2cccnc2)C(=O)N(C)C1=O,1.4,-5,13,0.2,2,0,96,20,1
C[C@]12CCC3[C@@H](CCC4=CC(=O)CC[C@@]43C=O)C1CCC2=O (some centres undefined),0.7,23,-4,-0.8,-14,8,102,20,4
CCCCn1c(NC(=O)c2ccc(Br)o2)c(C(=O)OCC)c2nc3ccccc3nc21,0.5,15,100*,-0.5,-19,-7,101,4,-34
O=C(c1ccc(Cl)cc1)C12CN3CN(CN(C3)C1)C2,-0.7,4,23,0.2,6,-4,101,1,-3
CC(C)(C)C(=O)Cn1c(NCCCl)nc2ccccc21,0.3,4,21,0.3,5,6,85,34,-2
Cc1ccc(C(=O)O)cc1N=Nc1c(O)[nH]c(=O)[nH]c1=O,-2.3,3,3,-4.1,0,3,106,-31,1
CC(C)C/C(=N/O)c1c[nH]c2ccccc12,-3.5,2,-5,-2.2,3,4,103,1,8
C/C=C(\C)C(=O)N[C@@H](c1ccccc1)[C@@H](O)C(=O)O[C@H]1C[C@@]2(O)[C@@H](OC(=O)c3ccccc3)C3[C@](C)(C(=O)[C@H](OC(C)=O)C(=C1C)C2(C)C)[C@@H](O)C[C@H]1OC[C@@]31OC(C)=O (some centres undefined),-1.4,-17,-13,-3.1,-51,/,102,24,-5
Cn1c(O)c(/C=N/NC(=O)c2ccncc2)c(=O)n(C)c1=S,-1.3,2,14,-3.2,-10,/,98,15,-5
CN1C(=O)C(=Cc2ccccc2OCCOc2ccc([N+](=O)[O-])cc2)C(=O)N(C)C1=O,1.0,-2,8,-0.3,5,3,93,-34,4
CCCCCCn1c(O)c(/C=N/N2CCCCCC2)c(=O)[nH]c1=O,-2.3,1,2,-2.4,-5,-7,101,16,-4
CN(C)c1ccc(NC(=O)CN2C(=O)CN=C(c3ccccc3)c3ccccc32)cc1,-1.2,-3,11,-0.5,-26,-1,88,24,2
O=C1NC(=O)N(c2ccc3c(c2)OCO3)C(=O)/C1=C\c1ccc(N2CCCCC2)o1,0.0,-5,6,-2.0,-7,-34,104,8,-45
O=C(Nc1cccc(C(F)(F)F)c1)c1cccn(Cc2ccc3c(c2)OC(F)(F)O3)c1=O,-2.4,-5,-14,-1.4,-3,-2,108,15,-2
Cc1ccc(-n2nc(C)c3c2NC(=O)CSC3c2ccc3c(c2)OCO3)cc1 (centres undefined),-2.3,6,5,-2.1,-21,-2,92,7,3
COc1ccc(C(=O)C2CCCN(Cc3ccccn3)C2)c(OC)c1 (centres undefined),-1.8,5,14,-2.5,-1,5,94,10,7
O=C(O)Cn1cc(C(=O)c2ccccc2F)c2ccccc21,-0.5,3,7,-2.9,1,-5,106,24,3
COc1ccc(OCC(=O)N2CCN(C3CCC(c4ccccc4)CC3)CC2)cc1 (centres undefined),-0.5,-2,-11,-3.5,-3,5,109,-2,1
CC(C)(C)c1nc(NCc2ccc3c(c2)OCO3)c2nnn(Cc3ccccc3Cl)c2n1,-6.4,1,4,-4.0,-1,-4,87,11,-14
CC(=NCCN1CCOCC1)c1c(O)n(C2CCCCC2)c(=O)[nH]c1=O,-1.9,9,11,-2.7,-14,-3,98,5,-4
COc1ccc(C2=NCc3nnc(C)n3-c3ccc(Cl)cc32)cc1Cl,-3.1,-5,13,-3.7,-28,-2,105,-2,-14
O=C(CSC1c2ccccc2-c2ccccc21)N/N=C/c1ccccc1O,-5.9,-2,-4,-2.2,-10,7,99,2,-12
COc1ccccc1Cn1c(SCC#N)nc2cc(C(=O)N3CCC4(CC3)OCCO4)ccc2c1=O,-0.1,1,-4,-1.8,-22,3,101,-10,-6
COc1ccc(CC2(CCc3ccncc3)C(=O)NC(=O)NC2=O)cc1OC,1.0,-9,-7,-1.0,9,2,109,46,3
COc1ccc(C2SCC(=O)Nc3c2c(C)nn3C2CCOC(C)(C)C2)cc1 (centres undefined),-1.5,-7,-3,-2.3,-22,4,102,46,-7
CN(C(=O)Oc1ccc(C(C)(C)C)cc1)c1ccccc1,-2.7,3,-1,-2.9,-12,4,100,34,-4
CCC(=NCCCN(C)C)c1c(O)n(-c2ccc(OC)cc2)c(=O)[nH]c1=O,-1.4,7,-3,-1.4,-5,0,100,22,1
N=Cc1c(O)n(-c2ccccc2)c(=O)n(-c2ccccc2)c1=O,-1.9,-5,0,-2.0,-3,5,87,30,-10
CC1=C(C(=O)O)N2C(=O)C(NC(=O)CCCC(=O)O)C2SC1 (centres undefined),5.2,6,-14,-1.5,1,6,69,32,-8
CCc1ccc(N2C(=O)NC(=O)C(Cc3ccc(OC)cc3OC)C2=O)cc1 (centres undefined),-2.4,-3,11,-4.4,-14,-7,102,95*,-10
O=C1C2CCCC1C(N1CCCC1)CC2 (centres undefined),-3.0,16,16,-2.3,-1,4,97,-12,-1
O=C(COC(=O)Cc1ccccc1)Nc1cccnc1Cl,-4.4,3,22,-3.2,3,1,101,17,-40
CC(=O)c1cc(C#N)c(N2CCN(C)CC2)nc1C,-0.3,-3,18,-1.2,0,7,103,29,-22
C=CCn1c(O)c(C=NCCN(C)C)c(=O)[nH]c1=O,-3.9,-11,10,-3.0,6,-1,/,-47,-1
Cn1c(O)c(C=NCc2ccco2)c(=O)n(C)c1=O,-4.3,-4,23,-4.2,-2,1,105,12,1

Reprinted from the part before: three compounds, followed by the next part.
SMILES,VIM-2 inhibitor,HCV NS3 hel inh,UBC9 SUMO inh,IMP-1 inh,FID counter,IDE act,MEKK3 PB1 HTS,PHOSPHO1 inh,pCIP destab
CC(=O)c1cc(C#N)c(N2CCN(C)CC2)nc1C,-0.3,-3,18,-1.2,0,7,103,29,-22
C=CCn1c(O)c(C=NCCN(C)C)c(=O)[nH]c1=O,-3.9,-11,10,-3.0,6,-1,/,-47,-1
Cn1c(O)c(C=NCc2ccco2)c(=O)n(C)c1=O,-4.3,-4,23,-4.2,-2,1,105,12,1
CCOC(=O)c1c(C)[nH]c(C(=O)C(Cc2ccccc2)N(C)C)c1C (centres undefined),-4.3,-6,5,-1.1,7,5,/,-4,-16
O=P(OCC(F)(F)C(F)F)(N1CCOCC1)N1CCOCC1,-4.3,-4,17,-1.9,0,-3,98,6,-4
Cc1nc2ccccc2c(=O)n1-c1ccccn1,0.1,-3,12,-1.7,0,5,104,-7,-20
Cc1ccc(C2C(S(C)(=O)=O)=C(O)C(=O)N2c2ccccc2)cc1 (centres undefined) (tested in a mixture with another compound),-2.9,9,-2,-0.7,-19,4,105,-129,8
CCC(=NCc1ccco1)c1c(O)n(C2CCCCC2)c(=O)[nH]c1=O,1.1,21,-1,-5.0,-27,-3,91,-4,-21
O=C1CC(c2ccccc2)CN1 (centres undefined),-2.5,-2,11,-2.3,-2,5,95,27,-5
CCN(CC)CCNC(=O)c1c(O)c2ccccc2n(Cc2ccccc2)c1=O,3.7,-60,-12,-0.8,21,5,101,-7,2
O=C1Nc2ccc(Br)cc2C(c2ccccc2Cl)=NC1O (centres undefined),-0.5,9,10,-1.8,-4,3,110,36,-7
O=c1[nH]c(=S)n(Cc2ccco2)c(O)c1C=NCc1cccs1,-2.3,3,20,-6.3,-10,-4,96,95*,-12
CCOCCCN=Cc1c(O)n(Cc2ccccc2)c(=O)[nH]c1=O,-1.9,7,8,-2.5,-15,5,102,-12,-4
COC(=O)CSC1=NN1c1cc(C)nc(N)n1,-0.2,4,-2,-1.4,-3,1,92,8,-6
Cc1cc(OCC(=O)N2CCC(C(=O)O)(c3ccccc3)CC2)c2c(C)cc(=O)oc2c1,1.4,34,26,1.6,-26,5,96,49,4
O=C(c1cc2nc(-c3ccccc3)cc(-c3ccccc3)n2n1)N1CCC2(CC1)OCCO2,-0.7,-3,46,-1.9,-6,-1,97,13,-14
CN1C(=O)NC(=O)C2(Cc3ccccc3N3CCOCC32)C1=O (centres undefined),-3.6,12,15,-1.5,2,0,99,4,-2
